TDP2 inh – human TDP2 enzyme inhibitors, primary screen, biochemical, epi absorbance, recombinant enzyme. Tyrosyl-DNA phosphodiesterase 2 (Homo sapiens), O95551. T5PNP hydrolysis, p-nitrophenol absorbance 415 nm. inhibition, % at 12.8 µM. hit rate 0.34% among 370,000;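 active = inhibition above the mean of all tested compounds plus 3 SD, set per campaign, cut at about 25% in these data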;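 also: 0% = DMSO with enzyme and 100% = buffer with substrate but no TDP2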
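Assay system: recombinant human TDP2 / Reagent: T5PNP substrate at 5 mM, a TopII-DNA adduct mimic / Measured by: epi absorbance from released p-nitrophenol / Evaluation: % inhibition relative to enzyme-containing and enzyme-free wells / Control set: enzyme-free and DMSO wells / Replicates: each compound tested once, singlicate / Schedule: enzyme reaction with compound for 2 h at 37 °C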
MBD2 inh – inhibitors of MBD2 binding to methylated DNA, primary screen, biochemical, TR-FRET, DNA-binding domain, human; inhibition, % at 4.4 µM; Methyl-CpG-binding domain protein 2 (Homo sapiens), Q9UBB5; hit rate 0.31% among 370,000; AID 686964, 2013; MBD2 binding to methylated oligonucleotide; in the data active = inhibition above about 13%
Target sequence (Q9UBB5 whole entry, looked up, the tested form may be a part): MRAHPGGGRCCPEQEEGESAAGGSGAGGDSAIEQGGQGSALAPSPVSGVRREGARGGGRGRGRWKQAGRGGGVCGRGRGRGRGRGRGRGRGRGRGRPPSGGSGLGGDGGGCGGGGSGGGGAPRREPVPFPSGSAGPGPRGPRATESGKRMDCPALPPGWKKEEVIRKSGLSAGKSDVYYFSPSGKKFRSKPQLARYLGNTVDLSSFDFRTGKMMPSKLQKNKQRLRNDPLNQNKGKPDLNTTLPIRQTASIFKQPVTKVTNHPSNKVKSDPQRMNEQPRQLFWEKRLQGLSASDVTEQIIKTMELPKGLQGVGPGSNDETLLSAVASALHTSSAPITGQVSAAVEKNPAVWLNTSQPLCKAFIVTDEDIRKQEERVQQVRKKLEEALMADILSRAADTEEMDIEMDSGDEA
LEDGF integ inh – blockers of LEDGF/p75-dependent integrase strand transfer – biochemical, TR-FRET, high throughput, primary screen; HIV-1 integrase (with human LEDGF/p75); TR-FRET IN-LEDGF/p75 DNA integration, Eu/Cy5; inhibition, % at 3.7 µM; hit rate 0.64% among 370,000;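 active = inhibition above the screen-wide mean plus 3 SD, cut at about 13% in these data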;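 also: signal is the Cy5 over europium emission ratio at 671 and 618 nm; 0% = plate median of compound wells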
KLK7 zymogen act – proKLK7 zymogen activators, primary screen, biochemical, fluorescence intensity; Kallikrein-7 (Homo sapiens), P49862; purified proKLK7, EDANS-DABCYL substrate fluorescence; 100% is mature enzyme control, 0% vehicle; activation, % at 7 µM; hit rate 0.9% among 370,000; AID 652039, 2013;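 active = activation above the mean of all tested compounds plus 3 SD, computed per campaign excluding outliers beyond control limits, cut at about 13% in these data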
PRMT1 FP inh – PRMT1 methyltransferase inhibitors, primary screen, biochemical, fluorescence polarization; Protein arginine N-methyltransferase 1 (Homo sapiens), Q99873; recombinant PRMT1, activity-based probe fluorescence polarization; inhibition, % at 2.79 µM; hit rate 1.3% among 370,000;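 active = inhibition above about 21% made by adding two undisclosed values, limit read from the data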
UHRF1 MBD2 ctr – UHRF1 methylated DNA binding inhibitors, primary screen, counter-screen for MBD2 inhibitor project, biochemical, TR-FRET, human UHRF1, single concentration; UHRF1 binding to methylated oligo; inhibition, % at 4.4 µM; hit rate 0.75% among 370,000; AID 687016, 2013; in the data active = inhibition above about 21%;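 also: UHRF1 SRA domain binding a hemimethylated CpG hairpin DNA probe; 0% = median of test compound wells and 100% = reference inhibitor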
TCR CD3 inh – inhibitors of human TCR-CD3 interaction, primary screen, biochemical, fluorescence, TAMRA-labeled TCR probe | hit rate 0.37% among 360,000 | inhibition, % at 9.4 µM | AID 651800, 2012; in the data active = inhibition above about 19%;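 also: recombinant mutant TCR 2C K166C tagged with TAMRA read by polarization; 0% = receptor in buffer alone and 100% = receptor with positive control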
SIAE inh – human SIAE inhibitors, primary screen, biochemical, fluorescence polarization, FP-Rh probe, 1536-well HTS. Sialate O-acetylesterase (Homo sapiens), Q9HAT2. SIAE FP-Rh probe binding. inhibition, % at 9.66 µM. hit rate 0.69% among 370,000;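 active = inhibition above a cutoff: mean of compounds within the control limits plus 3 SD of those, cut at about 17% in these data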;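 also: 0% = plate median of compound wells and 100% = probe without SIAE protein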
Target sequence (Q9HAT2 whole entry, looked up): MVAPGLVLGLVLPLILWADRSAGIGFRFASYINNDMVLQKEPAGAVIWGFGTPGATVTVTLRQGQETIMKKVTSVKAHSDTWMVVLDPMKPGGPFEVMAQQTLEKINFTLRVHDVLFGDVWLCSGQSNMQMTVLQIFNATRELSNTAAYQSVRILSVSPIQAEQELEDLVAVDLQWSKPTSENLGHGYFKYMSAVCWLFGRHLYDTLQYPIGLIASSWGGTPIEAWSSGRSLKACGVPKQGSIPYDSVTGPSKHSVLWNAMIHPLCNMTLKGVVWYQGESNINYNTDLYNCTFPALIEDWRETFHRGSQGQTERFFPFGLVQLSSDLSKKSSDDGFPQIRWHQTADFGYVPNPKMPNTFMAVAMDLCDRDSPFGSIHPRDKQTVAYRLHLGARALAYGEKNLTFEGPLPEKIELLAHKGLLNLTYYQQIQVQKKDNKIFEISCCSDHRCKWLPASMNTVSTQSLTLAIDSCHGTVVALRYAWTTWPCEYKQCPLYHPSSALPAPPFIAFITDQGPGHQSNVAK
Tn6 DDE FP – inhibitors of Tn6 peptide binding to fibrin DD(E), primary screen, biochemical, fluorescence polarization, human fibrin, Tn6 probe. Fibrinogen beta chain (Homo sapiens), P02675. Fibrin DD(E) TRITC-Tn6 fluorescence polarization displacement. inhibition, % at 8.3 µM. hit rate 0.21% among 370,000. AID 720509, 2013;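 active = inhibition above a per-campaign cutoff: mean of compounds within control limits plus 3 SD, cut at about 15% in these data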;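 also: 0% = median of all compound wells on the plate and 100% = blocking peptide control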
Tn7 DDE FP – inhibitors of Tn7 peptide binding to fibrin DD(E), primary screen, biochemical, fluorescence polarization, human fibrin, Tn7 probe | inhibition, % at 8.3 µM | hit rate 0.13% among 370,000 | FP displacement of FITC-Tn7 peptide from fibrin DD(E); 0% = median of compound wells per plate;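 active = inhibition above the mean of compounds falling within the control limits plus 3 SD of them, cut at about 14% in these data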;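 also: 0% = plate median of compound wells and 100% = 10 µM Aha-Tn7 peptide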
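Assay system: Human fibrin DD(E) protein | Medium: Tris buffer with calcium and detergent, pH 7.8 | Reagent: 0.1 µM fluorescent Tn7 | Compound dosing: Single point at 8.3 µM | Times: 10 min preincubation, 3 h with tracer, room temperature | Detection: Fluorescence polarization of the labelled Tn7 tracer | Controls: Aha-Tn7 high control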
* marks the source's active call; other numbers are inactive results; nt = no result given.

Values run as follows: TDP2 inh, MBD2 inh, LEDGF integ inh, KLK7 zymogen act, PRMT1 FP inh, UHRF1 MBD2 ctr, TCR CD3 inh, SIAE inh, Tn6 DDE FP, Tn7 DDE FP
1	Cc1ccc(S(=O)(=O)N2[C@@H](c3ccc(Br)cc3)C(C(=O)O)=CC[C@H]2c2ccc(C(C)C)cc2)cc1
→ -4, 6, 5, -0.2, -3, -3, 6, -2, 6, -4
2	C[C@@H]1CN([C@H](C)CO)C(=O)CCCn2nncc2CO[C@H]1CN(C)S(=O)(=O)c1ccc(Cl)cc1
→ 1, 0, 1, 0.2, -2, 3, 1, -7, 2, 2
3	c1ccc2nc(N3CCCC3)c(N3CCCC3)nc2c1
→ -3, 0, 1, 1.7, 2, -4, 0, -2, 2, -2
4	CC(=O)N(CCCN(C)C)CCC(C)CCC=C(C)C (stereo not given)
→ -9, -2, 1, -0.2, -2, -1, 4, 3, 5, -1
5	O=C(NNC(=O)C1CCC(C(=O)NNC(=O)c2cccs2)CC1)c1cccs1 (stereo not given)
→ -2, 1, 1, -0.4, 6, 3, -8, -4, 4, 7
6	O=C(CSCc1nc2ccccc2[nH]1)Nc1ccc(Oc2ccccc2)cc1
→ -5, 0, 2, 0.0, -1, 2, -3, 0, -2, -12
7	c1coc(CNCC2OCCc3ccccc32)c1 (stereo not given)
→ 5, -2, 3, 0.0, 0, -1, 0, 1, 5, -2
8	COc1ccc(NC(=S)Nc2ccccc2C(F)(F)F)cc1
→ 4, 6, -1, -0.9, 1, 4, -10, 2, -6, 5
9	COn1c(SC2CCCCC2)nc2ccccc2c1=O
→ 2, 1, -4, -0.5, 0, 2, 3, 17, 7, -4
10	CS(=O)(=O)N1CCN(c2ccc(NC(=O)c3cc4ccccc4o3)cc2)CC1
→ -14, -1, 0, 0.8, 1, -2, 5, 2, 1, -1

3 records picked at random from those above:
Values run as follows: TDP2 inh, MBD2 inh, LEDGF integ inh, KLK7 zymogen act, PRMT1 FP inh, UHRF1 MBD2 ctr, TCR CD3 inh, SIAE inh, Tn6 DDE FP, Tn7 DDE FP
9	COn1c(SC2CCCCC2)nc2ccccc2c1=O
→ 2, 1, -4, -0.5, 0, 2, 3, 17, 7, -4
8	COc1ccc(NC(=S)Nc2ccccc2C(F)(F)F)cc1
→ 4, 6, -1, -0.9, 1, 4, -10, 2, -6, 5
3	c1ccc2nc(N3CCCC3)c(N3CCCC3)nc2c1
→ -3, 0, 1, 1.7, 2, -4, 0, -2, 2, -2

New compounds follow.
Values run as follows: TDP2 inh, MBD2 inh, LEDGF integ inh, KLK7 zymogen act, PRMT1 FP inh, UHRF1 MBD2 ctr, TCR CD3 inh, SIAE inh, Tn6 DDE FP, Tn7 DDE FP
11	Cc1c(/C(Cc2ccccc2)=N/O)c2ccccc2n1C
→ 4, 3, -1, -0.1, 1, 1, -6, 3, 2, 3
12	CC1C(C)C(O)(c2ccccc2)CCN1C (stereo not given)
→ 7, 1, -3, -0.3, 0, -2, 11, 6, 5, 4
13	COc1cc(OC)c(NS(=O)(=O)c2cn(C)cn2)cc1Cl
→ 4, 1, 2, 0.3, -3, 2, -1, 2, -1, 0
14	O=C(C1=NOC(CNc2ncc(C(F)(F)F)cc2Cl)C1)N1CCOCC1 (stereo not given)
→ 4, 5, -2, -0.5, 3, 0, -2, 3, 1, 6
15	N#C/C(=C\c1ccc(N2CCOCC2)cc1)c1ccccc1
→ -3, 4, 6, -0.2, -1, 13, -5, 8, 1, -4
16	O=C(COc1ccccc1Cl)NCCNC(=O)c1ccncc1
→ -7, 3, 3, -0.6, 3, -1, -5, -6, 4, 6
17	O=C(CCNS(=O)(=O)c1ccccc1)N1CCCCCC1
→ 4, -4, 3, 0.7, 0, 0, 9, -4, -3, -5
18	Cc1ccc(NC(=O)c2sc3nc[nH]c(=O)c3c2C)c(C)c1
→ 8, 7, -1, 0.6, 0, 23*, -2, -3, -6, 4
19	CCOc1ccccc1NC(=O)C(OC(=O)c1ccc(N(C)C)cc1)c1ccccc1 (stereo not given)
→ -13, -2, 0, -0.3, 0, 1, 9, 3, 2, -7
20	O=C(Oc1ccc(N2C(=O)C3C4CCC(C4)C3C2=O)cc1)c1ccco1 (stereo not given)
→ 12, 3, -2, -0.1, 0, -3, 1, 12, -2, -3

Going on with the list.
Values run as follows: TDP2 inh, MBD2 inh, LEDGF integ inh, KLK7 zymogen act, PRMT1 FP inh, UHRF1 MBD2 ctr, TCR CD3 inh, SIAE inh, Tn6 DDE FP, Tn7 DDE FP
21	CNC(=O)NC(=O)CSc1nc2cc(C(=O)OC)ccc2c(=O)n1-c1ccccc1
→ 3, 0, 0, 0.2, 0, 2, -5, -1, -4, 3
22	COc1ccc(CN2CCNC(=O)C2CC(=O)N(C)Cc2cc(C)no2)cc1OC (stereo not given)
→ -1, -3, -1, 0.7, -5, -3, 2, 5, 7, -7
23	CCn1c(SCC(=O)Nc2ccc(NC(=O)c3ccco3)cc2)nnc1-c1cccs1
→ -8, -3, -1, 100*, -1, 7, -4, -6, -6, 1
24	O=[N+]([O-])c1ccccc1/C=N/N1CCN(Cc2ccccc2)CC1
→ 9, -4, -1, -0.6, -3, -1, -13, 4, -5, 2
25	CCCn1c(SCC(=O)Nc2ccc(S(=O)(=O)N(C)C)cc2)n[nH]c1=O
→ 11, 3, 4, 0.6, -4, 1, 3, 4, -7, -10
26	O=C(NCc1ccccc1)C(=O)NCC(c1ccco1)N1CCN(c2ccccc2F)CC1 (stereo not given)
→ 13, 7, 4, 0.3, 2, 17, 3, 2, -1, 1
27	Cc1cc(C)c(C)c(S(=O)(=O)N2CCSCC2)c1C
→ -12, -2, 2, 0.4, -2, 0, 7, -1, -3, -7
28	CCC(=O)Nc1c2c(nn1-c1ccccc1)CSC2
→ -7, 3, -2, 0.0, 7, 0, 2, 1, 7, -1
29	O=c1sc2ccccc2c(N2CCN(c3ccccc3)CC2)c1[N+](=O)[O-]
→ -8, -2, 2, -0.1, 0, 12, 3, -1, 11, -4
30	COc1cc(/C=C/C(=O)O)cc(S(=O)(=O)NNC(=O)c2cc(C)oc2C)c1OC
→ -4, 11, -1, -0.3, 5, 8, -3, 5, 5, 5

Part of the list above in order of count of non-hydrogen atoms, low to high.
Values run as follows: TDP2 inh, MBD2 inh, LEDGF integ inh, KLK7 zymogen act, PRMT1 FP inh, UHRF1 MBD2 ctr, TCR CD3 inh, SIAE inh, Tn6 DDE FP, Tn7 DDE FP
24	O=[N+]([O-])c1ccccc1/C=N/N1CCN(Cc2ccccc2)CC1
→ 9, -4, -1, -0.6, -3, -1, -13, 4, -5, 2
25	CCCn1c(SCC(=O)Nc2ccc(S(=O)(=O)N(C)C)cc2)n[nH]c1=O
→ 11, 3, 4, 0.6, -4, 1, 3, 4, -7, -10
23	CCn1c(SCC(=O)Nc2ccc(NC(=O)c3ccco3)cc2)nnc1-c1cccs1
→ -8, -3, -1, 100*, -1, 7, -4, -6, -6, 1

The list goes on.
Values run as follows: TDP2 inh, MBD2 inh, LEDGF integ inh, KLK7 zymogen act, PRMT1 FP inh, UHRF1 MBD2 ctr, TCR CD3 inh, SIAE inh, Tn6 DDE FP, Tn7 DDE FP
31	CC(=O)c1ccc(Oc2cnccn2)cc1
→ -6, -2, 0, -0.5, 0, -2, 8, -2, -6, -4
32	N#Cc1cnn(-c2nc(SCc3ccccc3)nc3sc4c(c23)CCCC4)c1N
→ -15, 7, -4, 0.3, 6, 3, -6, -17, -4, -4
33	Cc1ccc(NC(=S)N(CCCN2CCOCC2)Cc2ccco2)cc1
→ 5, -3, 3, -0.4, -1, -1, 2, 4, 3, 1
34	COc1ccc(-c2cc(-c3nnc4sc(Cc5cccs5)nn34)[nH]n2)cc1
→ -5, 8, 1, 0.5, 3, 0, nt, -18, -5, 5
35	COc1ccc(CNC(=O)COC(=O)c2cccnc2Nc2cccc(C(F)(F)F)c2)cc1
→ -3, 2, 0, -0.3, -3, 0, -1, 5, -10, -5
36	O=C(Nc1cccc(Cl)c1)c1ccc(NCC2CCCO2)c([N+](=O)[O-])c1 (stereo not given)
→ 9, 1, -4, 0.2, -1, -2, 3, 3, -9, -3
37	COc1ccc(CCN2C(=O)NC(NS(=O)(=O)c3ccc(N)cc3)(C(F)(F)F)C2=O)cc1OC (stereo not given)
→ -2, 5, 1, -0.4, -2, 2, 8, -2, -7, -3
38	COc1ccccc1N(C)S(=O)(=O)c1ccc(Cl)c(C(=O)N2CCC2)c1
→ -11, 0, 4, -0.1, -4, -2, 4, -2, 2, -3
39	Cc1[nH]c2ccccc2c1C(=O)CN1C(=O)NC(C)(c2ccc(Cl)cc2Cl)C1=O (stereo not given)
→ 2, -4, -1, 0.4, -3, -2, 4, -10, -10, -7
40	CCCCSc1nnc(CCCCCNC(=O)OC(C)(C)C)o1
→ -5, 4, 5, 0.0, -5, 2, 6, 7, -2, -2
41	COc1ccc(NC(=S)NCc2ccc3c(c2)OCO3)cc1
→ -15, -5, -2, -0.1, -1, 1, 2, -3, 1, -4
42	CN(C)CCN1CCN(c2cc(-c3cccc(Cl)c3)nc3ccnn23)CC1
→ 12, -3, 2, 19*, -2, -1, -6, 4, 1, 1
43	Cc1cc(/C=N/NC(N)=S)c(C)n1-c1cccc(Cl)c1
→ 5, -6, 4, 0.3, 2, -8, 5, 1, -6, -4

Compound activity deposited in PubChem by The Scripps Research Institute Molecular Screening Center.
